RGS4 inh = Inhibitors of Regulator of G Protein Signaling (RGS) 4: qHTS. 0.039% of 390,000 active. AID 504845, 2011. Potency, µM (doses to about 114 µM), inactives show at the highest dose activity change, negative = inhibition, actives largely listed as inhibitors. Regulator of G-protein signaling 4 (Homo sapiens), P49798. Transcreener GDP fluorescence polarization, RGS4-accelerated GTP hydrolysis; further: potency means the concentration at half of the fitted maximal effect; on the % scale 0 is the no-effect control and ±100 the full control effect; nearly all actives have a fitted effect of over 75% in size; some results filed as inactive show a strong effect at the top dose
Target sequence (P49798 whole entry, looked up): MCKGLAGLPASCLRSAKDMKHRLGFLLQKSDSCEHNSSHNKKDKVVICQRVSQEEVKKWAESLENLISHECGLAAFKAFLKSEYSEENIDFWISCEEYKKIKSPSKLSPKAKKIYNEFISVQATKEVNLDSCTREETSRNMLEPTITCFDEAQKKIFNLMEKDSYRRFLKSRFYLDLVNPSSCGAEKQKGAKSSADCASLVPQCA
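MLSMR compounds (23 nl, pin-transferred) preincubated 10 min at room temperature with a 500nM (2x) first reagent, then RGS4 at 900nM (2x) plus Transcreener GDP mix added; fluorescence polarization (620/688 nm) read before and after 90 min at 30 °C.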
rTrxR1 inhibitor = qHTS Assay for Inhibitors of Mammalian Selenoprotein Thioredoxin Reductase 1 (TrxR1): qHTS | Thioredoxin reductase 1, cytoplasmic (Rattus norvegicus), O89049 | recombinant rTrxR1, NADPH fluorescence consumption, selenite substrate | Potency, µM (highest dose often 114 µM), for the others: at the top dose activity change, negative = inhibition, hits mostly inhibitors | 1% of 390,000 active | AID 588453, 2011; further: potency means the concentration at half of the fitted maximal effect; on the % scale 0 is the no-effect control and ±100 the full control effect; nearly all actives have a fitted effect of over 65% in size
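Rat TrxR1 (90 nM in the dispensed reagent) was pre-reduced with 400 uM NADPH for 5 min at room temperature, then incubated with compound for 15 min. After 400 uM selenite was added, NADPH fluorescence (Ex 340/Em 450 nm) was followed for 8 min.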
USP1 inh = Inhibitors of USP1/UAF1: Primary Screen; Potency, µM (titrated, usually from 57.1 µM), for inactives: at the highest dose activity change, negative = inhibition, actives largely listed as inhibitors; 0.23% of 390,000 active; recombinant USP1/UAF1, Ub-Rhodamine cleavage fluorescence; further: potency means the concentration at half of the fitted maximal effect; on the % scale 0 is the no-effect control and ±100 the full control effect; nearly all actives have a fitted effect of over 60% in size; inactives centre near -12
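USP1/UAF1 complex (1 nM) preincubated 15 min at room temperature with compound, then Ub-Rho substrate (150 nM final) added. Kinetic fluorescence at 480/540 nm over 6 reads at 60 s intervals; 50 mM HEPES pH 7.8, 0.5 mM EDTA, 0.1 mg/ml BSA, 1 mM TCEP, 0.01% Tween-20.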
Glioma ERSR ind = qHTS for Inducers of the Endoplasmic Reticulum Stress Response (ERSR) in Human Glioma: qHTS | U87-MG GRP78 promoter luciferase reporter, 16 h | Potency, µM, inactives show at the highest dose activation, hits mostly activators | 0.02% of 420,000 active | AID 602332, 2012; further: potency means the concentration at half of the fitted maximal effect; series mostly up to about 76 µM; % of control where 0% means no effect; nearly all actives have a fitted effect of over 35% in size
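Stably transfected U87-MG human glioma cells carrying a GRP78-based luminescent sensor were seeded at 1000 cells/well, pin-dosed with compounds and incubated 16 h. Luciferase reagent was then added, and end-point luminescence was read after 10 min at room temperature.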
TrxR1 substrate = qHTS Assay for Substrates of Mammalian Selenoprotein Thioredoxin Reductase 1 (TrxR1): qHTS. Potency, µM (top dose mostly 114 µM), for the others: at the top dose activity change, negative = substrate turnover. 0.01% of 390,000 active. AID 588456, 2011. purified TrxR1 substrate turnover, NADPH consumption readout; further: potency means the concentration at half of the fitted maximal effect; on the % scale 0 is the no-effect control and ±100 the full control effect; nearly all actives have a fitted effect of over 50% in size
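Rat TrxR1, dispensed at 90 nM, was prereduced with 400 uM NADPH (final) for 5 min at ~22 deg C, then incubated with compound 15 min before 400 uM selenite. A first-read NADPH fluorescence drop versus no-compound background flagged substrates.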
mIDH1 inhibitor = qHTS for Inhibitors of mutant isocitrate dehydrogenase 1 (IDH1): qHTS; Isocitrate dehydrogenase [NADP] cytoplasmic (Homo sapiens), O75874; IDH1-R132H enzyme, NADPH consumption, diaphorase/resazurin fluorescence; Potency, µM (doses to about 76.6 µM), without a hit: at the highest dose activity change, negative = inhibition, hits mostly inhibitors; 0.093% of 390,000 active; AID 602179, 2012; further: potency means the concentration at half of the fitted maximal effect; on the % scale 0 is the no-effect control and ±100 the full control effect; nearly all actives have a fitted effect of over 65% in size
Target sequence (O75874 whole entry R132H, stated change not applied): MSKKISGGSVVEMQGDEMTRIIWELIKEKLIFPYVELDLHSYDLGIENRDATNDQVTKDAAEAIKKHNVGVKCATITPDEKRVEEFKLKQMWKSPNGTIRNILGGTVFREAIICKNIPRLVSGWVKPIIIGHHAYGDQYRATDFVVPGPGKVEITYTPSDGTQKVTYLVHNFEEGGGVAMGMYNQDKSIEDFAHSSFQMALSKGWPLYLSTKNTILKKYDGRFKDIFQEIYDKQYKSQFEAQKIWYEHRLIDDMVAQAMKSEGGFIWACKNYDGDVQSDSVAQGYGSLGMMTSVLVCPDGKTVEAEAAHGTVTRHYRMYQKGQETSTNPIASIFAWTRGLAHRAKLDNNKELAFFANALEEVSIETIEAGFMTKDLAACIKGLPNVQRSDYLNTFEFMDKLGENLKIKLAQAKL
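IDH1-R132H (0.5 ug/mL dispensed) in pH 7.5 Tris buffer was preincubated 30 min with compound, then given a substrate mix of 0.016 mM NADPH and 2 mM alpha-KG for 80 min at room temperature; remaining NADPH was read by diaphorase/resazurin fluorescence.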
Vif-A3F inh = qHTS for Inhibitors of Vif-A3F Interactions: qHTS. HeLa A3F-eYFP + Vif (tagged APOBEC3F with the HIV-1 protein that degrades it), YFP fluorescence increase. Potency, µM (top dose mostly 46.1 µM), inactives show at the highest dose activity, negative = active. 0.2% of 390,000 active. AID 602313, 2012; further: potency means the concentration at half of the fitted maximal effect; % of control where 0% means no effect; nearly all actives have a fitted effect of over 65% in size
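HeLa cells stably expressing A3F-eYFP plus Vif, plated and incubated overnight at 37 deg C, then exposed to compounds overnight at 37 deg C. Blocked degradation read as raised yellow fluorescence (Ex 488/Em 500-530).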
Vif-APOBEC3G blk = qHTS for Inhibitors of Vif-A3G Interactions: qHTS; 0.076% of 410,000 active; HeLa A3G-eYFP + Vif (tagged APOBEC3G with the HIV-1 protein that degrades it), YFP fluorescence, overnight; Potency, µM (highest dose often 46.1 µM), inactives show at the top dose activity, negative = active, actives largely listed as inhibitors;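 further: potency means the concentration at half of the fitted maximal effect; on the % scale 0 is the no-effect control and ±100 the full control effect; nearly all actives have a fitted effect of over 60% in size; hits raise eYFP signal because A3G escapes Vif-driven loss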
Target sequence (Q9HC16 whole entry, looked up): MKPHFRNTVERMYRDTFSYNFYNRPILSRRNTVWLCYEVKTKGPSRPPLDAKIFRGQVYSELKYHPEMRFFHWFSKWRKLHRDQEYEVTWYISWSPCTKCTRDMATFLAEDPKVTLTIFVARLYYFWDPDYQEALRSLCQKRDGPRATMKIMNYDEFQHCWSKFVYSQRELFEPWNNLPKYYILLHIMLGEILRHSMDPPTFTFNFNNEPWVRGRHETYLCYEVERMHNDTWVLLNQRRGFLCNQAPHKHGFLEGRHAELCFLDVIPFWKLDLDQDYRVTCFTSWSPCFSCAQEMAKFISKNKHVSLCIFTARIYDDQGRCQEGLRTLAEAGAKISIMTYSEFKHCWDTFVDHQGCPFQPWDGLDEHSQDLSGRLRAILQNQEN
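HeLa cells stably expressing Vif and C-terminally eYFP-tagged A3G, seeded overnight at 37 deg C, then exposed to compound by pintool overnight at 37 deg C. Rise in yellow fluorescence (Ex 488/Em 500-530, Acumen) marks blocked Vif-driven A3G degradation.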
LDHA inh = qHTS assay for inhibitors of human lactate dehydrogenase | L-lactate dehydrogenase A chain (Homo sapiens), P00338 | activity change, % (values are at about 110 or 230 µM) | purified LDHA, NADH/diaphorase-resazurin fluorescence; stronger effect = lower value | 0.15% of 480,000 active; in the data active means activity change below about -30%; inconclusive means mostly about -25% to -30%;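 further: plate controls were DMSO wells for no effect and wells without enzyme for full effect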
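Human LDH5 at 2 nM final in Tris HCl pH 7.4 with 0.06 mM NADH and 0.2 mM pyruvate, reacted 5 minutes at room temperature. Remaining NADH coupled via diaphorase/resazurin; resorufin fluorescence read at 0 and 20 minutes, normalized to enzyme-free and DMSO wells.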
An asterisk follows results filed as active; ? = inconclusive; nt = not tested or not shown; & = joins results of further samples; [ ] = remark or other dose. Unless noted, the call rests on the fitted dose curve; in most records, active means well fitted curve in the direction sought with a large enough effect; inconclusive means small, poorly fitted or top-dose-only effect, or another doubt; inactive means no such curve, though single readings can be large; an effect the other way counts as inactive or inconclusive. Not all compounds are listed. The share of hits here may be higher or lower than overall.

SMILES | RGS4 inh | rTrxR1 inhibitor | USP1 inh | Glioma ERSR ind | TrxR1 substrate | mIDH1 inhibitor | Vif-A3F inh | Vif-APOBEC3G blk | LDHA inh
O=C(CCN1CCN(S(=O)(=O)c2ccc(Br)cc2)CC1)Nc1ccccc1F | -5% | 11%[57.1 µM] | -1% | -4% | -3% | 3% | 6% | 2% | -8
Cc1ccc(CC(=O)Nc2nc3c(s2)CCCC3)cc1 | -10% | 12% | -17% | 1% | 7% | 13% | -5% | -7% | -2
CCC(C)(C)NC(=O)C(c1cccn1C)N(C(=O)Cn1nnc2ccccc21)c1ccccc1OC (stereo not drawn) | 1% | -3% | -10% | -1% | 1% | -1% | nt | 0% | 1
O=C(c1cccn2c(=O)c3ccccc3nc12)N1CCN(Cc2ccc3c(c2)OCO3)CC1 | -10% | -10% | -14% | -2% | 40%[activator] | 4% | -4% | 2% | -1
CCCCNC(=O)COC(=O)CCC(=O)c1ccc(Cl)cc1 | 18% | 23% | -13% | -4% | 2% | 1% | -13% | 1% | -3
c1cnc(N2CCN(Cc3ccc4c(c3)OCO4)CC2)cn1 | -10% | 14% | -18% | -1% | 10% | -9% | 2% | 2% | -2
Cc1ccc(CCNC(=O)C2CCN(c3nnc(C)c4c(C)n(-c5ccccc5)nc34)CC2)cc1 | 22% | 5% | -18% | -3% | 3% | -20% | -6% | -4% | -7
CC(=O)c1ccccc1C(=O)N1CCC(CCC(=O)NCc2ccc(F)cc2)CC1 | nt | nt | -15% | -3% | nt | 1% | -4% | -2% | 1
CCOC(=O)/C=C/C(=O)OCC(=O)NCc1ccccc1 | 6% | 25µM* | -5% | -2% | 3% | 15% | 2% | -5% | -8
CCN(C1CCCCC1)S(=O)(=O)CCNC(=O)c1ccc(OC)cc1 | nt | nt | -7% | -2% | nt | 1% | -1% | 0% | -3
Cc1ccc(Cc2nc(-c3cccnc3)no2)cc1 | 3% | 9% | -11% | 6% | 1% | -9% | 3% | 0% | -5
Cn1cnc(S(=O)(=O)N2CCC(C(=O)N3CCN(c4ccccc4F)CC3)CC2)c1 | -5% | 18%[57.1 µM] | 6% | -1% | 2%[57.1 µM] | -9% | 0% | 0% | -5
CCCCn1c(SCC(=O)c2ccccc2)nc2c(sc3ccccc32)c1=O | 3% | 13%[57.1 µM] | 1% | -3% | 0%[57.1 µM] | 21% | -13% | 0% | -5
CCN1CCc2nc(NC(=O)CC(c3ccccc3)c3ccccc3)sc2C1 | -43% | ? | ? | -1% | -1% | 7% | 0% | 0% | -5
Cn1nnc(-c2ccc(OCc3ccccc3F)cc2)n1 | -4% | 11% | -13% | -1% | 2% | 5% | -1% | 0% | -4
O=C(CCCCCCN1C(=O)c2ccccc2C1=O)NC1CCCCC1 | -27% | 7%[0.457 µM] | -14% | -6% | -24%[11.4 µM] | 2% | -3% | 2% | 0
O=C(COC(=O)c1oc2ccccc2c1CSc1ccc(Cl)cc1)NC1CCCC1 | 26% | 27% | -16% | -5% | 1% | 8% | -11% | -10% | -3
COc1cc(OC)c(NC(=O)c2ccc(Br)o2)cc1Cl | -39% | -64% | -11% | -4% | -11% | -1% | -15% | 1% | -7
O=S(=O)(Nc1ccc(S(=O)(=O)Nc2ncccn2)cc1)c1ccc(Cl)cc1 | 12% | 21% | ? | -3% | 7% | -5% | -9% | 0% | -13
OCC[C@@H]1C[C@@H](O)[C@H](O)[C@]2(CCCO2)O1 | -6% | 9% | -25% | 3% | 2% | 3% | -1% | 1% | 3
COC(=O)c1cccc(-c2noc(-c3ccccc3F)n2)c1 | 2% | 13% | nt | -8% | 3% | nt | 1% | -9% | 0
Cn1c(=O)c2c(-c3cccc(Br)c3)n(CCO)cc2n(C)c1=O | 2% | -1% | 9% | nt | -7% | nt | nt | nt | -3
Cc1oc2cc(OC(C)C(=O)O)ccc2c(=O)c1Oc1ccccc1 (stereo not drawn) | 24% | -8% | 8% | -6% | -5% | -7% | ? | 0% | 3
O=C(COC(=O)C1CCCC1)Nc1ncc(Cl)cc1Cl | -12% | -5% | -20% | -3% | -3% | 3% | 3% | 2% | -2
COc1ccc(C2CC(=O)Oc3c(C(CCN4CCCC(C)C4)c4ccc(N(C)C)cc4)c(OC)cc(OC)c32)cc1 (stereo not drawn) | -4%&-12% | 21% | ? | -5%&-2% | 4% | 1% | 5% | 0%&-3% | 5
O=C(CNC(=O)COc1ccccc1)NCCN1CCOCC1 | -12% | 21% | -6% | -6% | 1% | 8% | 1% | -1% | -5
COc1cccc(-n2c(COc3ccc(C)cc3)nnc2SCC(N)=O)c1 | 11% | 11% | -16% | -3% | 7% | 11% | 1% | -1% | -3
Cc1[nH]n(-c2ccc([N+](=O)[O-])cc2)c(=O)c1C=NCCc1ccc(S(N)(=O)=O)cc1 | -30% | -6%[57.1 µM] | -24% | -1% | -6%[57.1 µM] | 2% | 4% | -3% | 0
COc1cccc(OC)c1C(=O)NCc1ccco1 | nt | nt | -17% | -2% | nt | 2% | 6% | 2% | 2
COc1cccc(NC(=O)c2nn(C)cc2Br)c1 | -13% | 13% | -23% | 5% | 4% | 2% | -1% | -3% | -10
COc1cccc(NC(=O)C(OC(=O)c2ccc([N+](=O)[O-])o2)c2ccccc2)c1 (stereo not drawn) | -11% | ? | -25% | 2% | -2% | 3% | 1% | -14% | 5
CCOC(=O)c1c(S(=O)(=O)NCC(=O)Nc2ccccc2F)c(C)n(C)c1C | -3% | 7% | -19% | -4% | -3% | 10% | 3% | 2% | 1
COc1cccc(N2CCN(C(=O)c3cc4c(=O)n(Cc5ccccc5)ccc4nc3C)CC2)c1 | -8%&12% | 14% | -22%&-11% | -2%&-2% | 5% | -4%&-8% | 3%&4% | 1%&2% | 0&0
O=C(Nc1ccccc1N1CCN(C(=O)c2ccccc2)CC1)c1ccc(Cl)cc1 | -30% | 1% | -16% | -2% | -6% | 1% | 8% | 1% | 0
COC(=O)C1=C(N)Oc2cc(N(C)C)ccc2C1c1ccccc1OC (stereo not drawn) | -25% | 9%[57.1 µM] | -22% | -9% | 1%[57.1 µM] | -2% | -1% | ? | 6
O=S1(=O)c2ccccc2N(Cc2cccc(F)c2)c2ccccc21 | 15% | 19%[57.1 µM] | 3% | -3% | -2%[57.1 µM] | 22% | 0% | -15% | -4
CC1=CC(C)(C)n2c(O)c(N=N)c3c(C)ccc1c32 | -9% | 6% | -20% | -6% | -3% | 17% | ? | -9% | -1
COc1ccc2c(c1)c(=O)oc1cc3occ(C(C)(C)C)c3cc12 | -40% | 3% | 1% | -3% | 2% | -6% | 0% | 1% | -7
CCO/N=C(\C)c1c(O)c(CC)c(-c2ccccc2)n(-c2ccccc2)c1=O | -11% | -14% | -15% | -6% | -12% | 8% | 2% | 2% | 2
Cc1nc2ccc(NC(=O)Cc3ccsc3)cc2s1 | 15% | 7%[57.1 µM] | 5% | 3% | 10%[57.1 µM] | 0% | -5% | -5% | -4
CCCCNC(=O)c1ccccc1SCc1c(C)noc1C | 12% | -6% | -15% | 16% | -9% | -6% | -2% | 1% | -3
COC(=O)Cn1c(=O)c2c(nc3n2CC(C)CN3CCc2ccccc2)n(C)c1=O (stereo not drawn) | 0% | 16% | -18% | -1% | 1% | 0% | 9% | 1% | -2
COc1cccc(CNc2ncc(Br)cc2Br)c1O | -6% | 5% | -9% | 7% | -1% | -2% | -1% | -12% | 6
COc1ccc(CNC(=O)c2ccc(N3CCOCC3)c([N+](=O)[O-])c2)cc1 | -5% | 1% | -13% | 3% | 6% | 12% | -10% | 0% | 7
COc1ccc(NC(=O)Cn2cc(S(=O)(=O)c3ccccc3)c(=O)c3cc(C)ccc32)cc1Cl | 13% | -1% | -18% | -3% | -8% | -5% | 2% | 0% | -8
CN(C)C(=O)COc1ncnc2sc(-c3ccccc3)cc12 | -33% | 3% | -3% | -1% | -2% | 5% | 3% | -1% | -1
CCc1ccc(-c2nnn(Cc3nc4ccccc4s3)n2)cc1 | -13% | 1% | -14% | 4% | 4% | 6% | -1% | 5% | -6
